# From PubChem
# CHRM4 antagonist: CHRM4 antagonism in calcium assay; P08173; CHO-hM4 cells, ACh EC80, Fluo-8 calcium fluorescence; inhibition, % at 3 µM; hit rate 0.73% among 360,000; AID 624125;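 active means inhibition above its plate's cutoff, the mean inhibition of sample wells plus 3 SD, cut at about 27% in these data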;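 further: 0% = acetylcholine EC80 with DMSO and 100% = DMSO without agonist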
# CRFBP-R2 block: antagonists of CRF-binding protein/CRF-R2 receptor complex. HEK293 CRF-R2/CRF-BP, CRF-induced calcium fluorescence. hit rate 0.59% among 350,000. inhibition, % at 11.8 µM. AID 588475;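 active means inhibition of the ligand-induced calcium signal above about 50% at the single tested concentration, limit read from the data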
# CHRM4 PAM: potentiates acetylcholine response at human M4 receptor | P08173 | CHO-K1 hM4/Gqi5, Fluo-8 calcium fluorescence, ACh EC20; 0% = ACh EC20, 100% = maximal ACh | activation, % at 3 µM | hit rate 0.4% among 360,000 | AID 624126;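 active means activation above its plate's cutoff, the mean activation of sample wells plus 3 SD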; further: some results filed as inactive read as strong as hits
# CRFR2-BP ag: CRF-BP/CRF-R2 complex agonism; HEK293 CRF-R2/CRF-BP, calcium dye fluorescence (FLIPR); percent of saturating CRF peptide response; hit rate 0.46% among 350,000; activation, % at 13.2 µM; AID 588473;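 active means activation of at least 50%, plus an integration ratio under a set limit after plate pattern correction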;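 further: plate controls were neutral control wells without compound for no effect and CRF at EC100 for full effect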
# M5 ag: CHRM5 agonism in calcium assay; CHO-K1 hM5 cells, Fluo-8 calcium fluorescence; 0% DMSO wells, 100% maximal acetylcholine response; activation, % at 3 µM; hit rate 0.19% among 360,000;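 active means activation above the run's mean over test compounds plus 3 SD, cut at about 23% in these data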;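 further: signal is peak over basal fluorescence ratio across the kinetic read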
# Target sequence (P08912 whole entry, looked up): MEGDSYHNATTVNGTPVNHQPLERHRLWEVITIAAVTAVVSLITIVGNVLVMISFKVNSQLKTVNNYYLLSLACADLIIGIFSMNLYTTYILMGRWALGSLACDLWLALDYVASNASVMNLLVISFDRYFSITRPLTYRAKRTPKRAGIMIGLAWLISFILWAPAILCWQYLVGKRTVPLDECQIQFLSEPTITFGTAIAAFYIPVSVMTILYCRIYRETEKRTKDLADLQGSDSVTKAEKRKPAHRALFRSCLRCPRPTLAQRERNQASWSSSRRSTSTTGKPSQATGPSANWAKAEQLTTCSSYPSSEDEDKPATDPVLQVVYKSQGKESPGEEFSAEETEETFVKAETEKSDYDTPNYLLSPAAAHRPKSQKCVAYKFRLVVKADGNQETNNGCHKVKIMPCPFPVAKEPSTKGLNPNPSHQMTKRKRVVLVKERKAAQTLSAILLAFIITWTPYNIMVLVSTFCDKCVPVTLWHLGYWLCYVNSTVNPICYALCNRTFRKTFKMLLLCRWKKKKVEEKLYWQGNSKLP
# CHRM1 PAM: human CHRM1 positive allosteric modulation; P11229; CHO-K1 hM1, Fluo-8 calcium fluorescence, ACh EC20; 0% = ACh EC20, 100% = maximal ACh; activation, % at 3 µM; hit rate 0.088% among 360,000; AID 588819; in the data active means activation above about 19%, passing the limit was not always enough
# Target sequence (P11229 whole entry, looked up): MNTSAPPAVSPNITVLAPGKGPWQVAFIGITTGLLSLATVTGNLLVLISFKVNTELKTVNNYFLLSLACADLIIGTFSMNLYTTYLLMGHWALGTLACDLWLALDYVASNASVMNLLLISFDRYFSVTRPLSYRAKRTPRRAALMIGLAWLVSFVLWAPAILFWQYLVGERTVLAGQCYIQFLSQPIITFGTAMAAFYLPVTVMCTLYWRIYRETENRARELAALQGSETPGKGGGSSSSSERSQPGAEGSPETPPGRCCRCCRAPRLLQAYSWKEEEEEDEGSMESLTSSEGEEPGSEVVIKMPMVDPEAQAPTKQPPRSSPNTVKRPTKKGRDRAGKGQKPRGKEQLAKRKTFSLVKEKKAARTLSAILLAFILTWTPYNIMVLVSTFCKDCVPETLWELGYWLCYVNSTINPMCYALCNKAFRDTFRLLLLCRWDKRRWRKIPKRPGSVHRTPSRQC
# CHRM5 PAM: CHRM5 positive allosteric modulation; AID 624038; activation, % at 3 µM; P08912; CHO-K1 hM5, Fluo-8 calcium, ACh EC20 PAM; 0% = ACh EC20, 100% = ACh EC100; hit rate 0.3% among 360,000;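 active means activation above the run cutoff, the mean activation of all test compounds plus 3 SD, cut at about 18% in these data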
#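 System: CHO-K1 cell line with stable human muscarinic M5 receptor expression | Also added: EC20 acetylcholine as agonist stimulus | Compound: One concentration, 3 µM final (nominal) | Timing: Fluo-8 loading 80 min at 37 °C plus 30 min room temperature | Measured by: Fluo-8 calcium dye fluorescence, kinetic read | Read-out basis: % activation, ACh-normalized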
# M4 ag: CHRM4 agonism in calcium assay. CHO-K1 hM4/Gqi5, Fluo-8 calcium fluorescence; vehicle 0%, full acetylcholine response 100%. P08173. hit rate 0.14% among 360,000. activation, % at 3 µM. AID 624127;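 active means activation above the run mean over all test wells plus 3 SD, cut at about 32% in these data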;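 further: peak over basal fluorescence ratio per well then scaled between controls; 0% = DMSO wells and 100% = acetylcholine at EC100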
# M5 antag: antagonists of human muscarinic M5 receptor (CHRM5) | P08912 | CHO-hM5 cells, Fluo-8 calcium fluorescence, ACh EC80 | inhibition, % at 3 µM | hit rate 0.59% among 360,000;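 active means inhibition above a per-plate cutoff, the mean of that plate's test compounds plus 3 SD, cut at about 27% in these data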;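 further: 0% = acetylcholine EC80 with DMSO and 100% = DMSO without agonist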
# Starred values were filed as active, the others as inactive; / = not tested or not shown.
SMILES,CHRM4 antagonist,CRFBP-R2 block,CHRM4 PAM,CRFR2-BP ag,M5 ag,CHRM1 PAM,CHRM5 PAM,M4 ag,M5 antag
O=c1c2ccccc2[nH]c(=S)n1CCc1ccccc1,1,6,5,-2.9,0,4,3,1,-12
CC(C)(c1ccccc1)c1ccc(OCC(O)CNC2CCN(Cc3ccccc3)CC2)cc1 (stereo not drawn),20,-12,-11,13,0,6,-1,12,4
c1cncc(-c2nnc3n2C2(CCCCC2)Cc2ccccc2-3)c1,-6,-32,5,-0.1,2,-8,-1,0,10
O=C(O)CC/C(=N\NC(=O)CNC(=O)c1ccc(F)cc1)c1ccccc1,5,19,4,0.2,-4,10,0,0,1
COc1ccc(N2CCN(C(=O)c3ccc(C(C)(C)C)cc3)CC2)cc1,-5,21,0,-0.6,-6,2,-8,1,18
C[C@H](CO)N1C[C@H](C)[C@H](CN(C)C(=O)c2ccc3ccn(C)c3c2)OCc2cnnn2CCCC1=O,-2,5,8,7.3,-1,10,-1,1,5
O=C(NC1CC(=O)N(c2ccccc2)C1)C(=O)c1c[nH]c2ccccc12 (stereo not drawn),-10,5,-3,-2.7,0,7,-5,7,3
CC1CN(C(=S)c2cccc([N+](=O)[O-])c2)CC(C)O1 (stereo not drawn),-2,0,18,-2.2,-5,5,-6,2,4
O=C(COC(=O)c1ccccc1Oc1ccccc1)NCc1ccco1,-1,-16,-2,-2.7,-4,2,0,0,3
C=CCn1c(=N)c(C(=O)NCCCOC)cc2c(=O)n3cc(C)ccc3nc21,10,3,1,5.0,-6,0,-14,0,22
COC(=O)C(Cc1ccc(O)cc1)NC(=O)C(C)NC(=O)c1ccc(C(C)(C)C)cc1 (stereo not drawn),3,-6,-1,-2.5,-1,5,-3,0,10
COc1ccc(/C=N\NC(=O)c2ccc([N+](=O)[O-])cc2)cc1COc1c(F)c(F)cc(F)c1F,0,-11,-1,2.2,-4,-2,-9,0,27*
CC(=O)NC1(C(F)(F)F)N=C(c2ccccc2)NC1=O (stereo not drawn),2,-10,-2,4.1,-1,-5,8,0,-2
CCN(CC)c1ccc(CNc2nc3ccccc3n2CCN2CCCCC2)cc1,10,-51,-13,13,-1,-28,-15,5,5
COc1ccc(OC)c(NC(=O)CCN2CCCC(C)C2)c1 (stereo not drawn),10,-2,13,-0.3,1,16,-2,-1,7
COc1ccccc1CNC(=O)CN(C)S(=O)(=O)c1ccc(Br)s1,2,-11,-1,-0.6,-1,8,-1,2,6
NS(=O)(=O)c1ccc(NC(=O)c2ccc3c(c2)CCCC3)cc1,-16,-3,5,-0.6,-10,9,-1,-2,7
O=C(Nc1cccc(NC(=O)c2ccccc2F)c1)c1ccccc1,13,-4,-12,-0.4,2,-4,-10,21,12
CN(C)S(=O)(=O)c1ccc(N2CCCC2)c(C(=O)NCc2cccc(C(F)(F)F)c2)c1,-1,-18,-6,-1.0,2,0,-3,3,1
CCCCOc1ccc(C(=O)Oc2cc(C)[nH]c(=O)c2[N+](=O)[O-])cc1,0,11,3,-2.0,0,2,-2,1,4
O=C(CN1CCN(S(=O)(=O)c2ccccc2)CC1)Nc1ccc(Cl)c(Cl)c1,6,-1,-12,0.1,3,-5,-6,12,12
O=C(C1=C(O)C(=O)N(CCN2CCOCC2)C1c1ccc(F)cc1)c1cccs1 (stereo not drawn),-1,9,-1,0.2,0,6,5,0,2
Cc1ccccc1OCC(=O)NNC(=O)CSc1nc(N)cc(N)n1,8,9,-1,-1.0,-1,13,-3,0,13
COc1ccc(CCC(=O)N2CCN(S(=O)(=O)c3cccs3)CC2)cc1,-5,-7,-5,-0.4,-5,7,-3,3,5
CCCCCCC(=O)Nc1ccc(C(=O)N/N=C/c2cccnc2)cc1,-6,4,-1,1.1,-6,-2,-6,5,-2
NS(=O)(=O)c1ccc(NC2=CC(c3ccc([N+](=O)[O-])cc3)N(c3ccc(S(N)(=O)=O)cc3)C2=O)cc1 (stereo not drawn),5,-2,-3,-0.2,0,1,2,1,4
O=C(CSc1nncc(=O)[nH]1)NCc1ccccc1,6,14,-4,0.1,3,-2,-2,8,8
CCn1c(COc2ccc(C(C)C)cc2)nnc1SCC(=O)Nc1nccs1,-2,5,4,0.7,1,-5,-3,0,7
COC(=O)c1ccc(OCCOc2ccc(C(=O)OC)cc2)cc1,8,2,0,-1.4,-2,1,2,0,-5
CC(=O)Nc1ccc(C(=O)OCc2ccc(F)cc2Cl)cc1,-2,-2,3,-0.2,2,9,1,2,6

# Reformatted with values under each structure: part of the list above.
# Below each SMILES – CHRM4 antagonist	CRFBP-R2 block	CHRM4 PAM	CRFR2-BP ag	M5 ag	CHRM1 PAM	CHRM5 PAM	M4 ag	M5 antag
O=C(O)CC/C(=N\NC(=O)CNC(=O)c1ccc(F)cc1)c1ccccc1
    5	19	4	0.2	-4	10	0	0	1
COc1ccc(N2CCN(C(=O)c3ccc(C(C)(C)C)cc3)CC2)cc1
    -5	21	0	-0.6	-6	2	-8	1	18
C[C@H](CO)N1C[C@H](C)[C@H](CN(C)C(=O)c2ccc3ccn(C)c3c2)OCc2cnnn2CCCC1=O
    -2	5	8	7.3	-1	10	-1	1	5
O=C(NC1CC(=O)N(c2ccccc2)C1)C(=O)c1c[nH]c2ccccc12 (stereo not drawn)
    -10	5	-3	-2.7	0	7	-5	7	3
CC1CN(C(=S)c2cccc([N+](=O)[O-])c2)CC(C)O1 (stereo not drawn)
    -2	0	18	-2.2	-5	5	-6	2	4

# Additional entries follow:
SMILES,CHRM4 antagonist,CRFBP-R2 block,CHRM4 PAM,CRFR2-BP ag,M5 ag,CHRM1 PAM,CHRM5 PAM,M4 ag,M5 antag
CC1=C(C(=O)Nc2ccccc2)C(c2ccco2)C(C#N)=C(SCC(N)=O)N1 (stereo not drawn),-2,-4,1,1.2,0,1,-7,1,4
CCOCCc1c(O)nc(SC)[nH]c1=O,-4,4,6,-1.2,-1,5,1,1,-3
CC(=O)c1cccc(NC(=O)C2CC(=O)N(C3CCCC3)C2)c1 (stereo not drawn),7,-9,6,-2.9,0,6,0,1,14
CSc1cccc(N2CC(C(=O)N(CC(C)C)c3c(N)n(Cc4ccccc4)c(=O)[nH]c3=O)CC2=O)c1 (stereo not drawn),2,-14,4,-1.7,-1,6,-4,4,7
CC1CN(CC(=O)Nc2cc(S(=O)(=O)N3CCCC3)ccc2Cl)CC(C)O1 (stereo not drawn),-2,4,-7,1.2,-1,4,-1,1,8
CCOc1ccc(C=NNc2ccc(S(=O)(=O)Nc3ccccc3C(=O)O)cc2[N+](=O)[O-])cc1OC,4,34,6,-3.4,4,11,1,0,4
c1ccc(Cn2ncc3c(Nc4ccccc4)ncnc32)cc1,7,-11,-16,-2.4,1,16,-2,1,7
COc1ccc(-c2ccc(C(=O)Nc3ccccc3)c3occc23)c(C)c1,3,/,-5,/,-3,-2,-10,1,0
COc1ccc(C(CNC(=O)CN2C(=O)NC3(CC(C)CC(C)(C)C3)C2=O)N2CCOCC2)cc1 (stereo not drawn),2,-9,0,0.3,0,3,-2,1,0
COc1ccc(-c2c(-c3cc(OC)cc(OC)c3)n(C)c3ccc(-c4cnc(OC)nc4)cc23)cc1,-6,5,5,1.4,8,17,9,0,-11
O=C(NCCc1c[nH]c2ccccc12)c1ccc(Cl)cc1,-15,1,-2,-0.7,-14,1,-8,4,-3
Cc1c(OCC(=O)NCCCN2CCCC2=O)ccc2c3c(c(=O)oc12)CCCC3,-9,2,6,-0.3,-4,11,0,2,15
N#Cc1cnn(Cc2ccccc2)c1N,4,-17,3,-1.1,0,4,3,0,-2
N#Cc1ccc(COC(=O)C2CCC(=O)N2)cc1 (stereo not drawn),3,6,-1,6.1,0,2,-5,0,5
CCCCC(=O)N1C(C)CCC1C (stereo not drawn),3,26,-1,-0.6,1,12,-4,0,0
COc1cccc(CC(=O)N2CCN(S(=O)(=O)c3ccc(Br)cc3)CC2)c1,-18,-1,10,0.0,0,11,-4,4,6
COCCCn1c(C)nnc1SCC(=O)Nc1cccc(C)c1,-4,7,6,-0.9,-4,8,1,0,1
Cc1cc(C(=O)NC2CCCCCC2)c2ccccc2n1,-3,4,9,-0.6,-4,6,8,2,5
Cc1c(Br)ccc(NC(=O)Cn2nc(-c3cccs3)ccc2=O)c1C,-16,9,4,0.5,-2,17,-1,4,-4
COc1ccc(O)c(-c2cc(-c3ccccc3[N+](=O)[O-])[nH]n2)c1,-4,-8,5,0.2,3,5,5,4,-2
COC(=O)c1cc(S(=O)(=O)Nc2cccc(S(N)(=O)=O)c2)oc1C,-9,8,2,2.1,-3,7,-2,1,7
O=C(NCc1cccnc1)C1c2ccccc2C(=O)N1Cc1ccco1 (stereo not drawn),5,6,3,0.9,1,5,-2,1,6
O=C(NNC(=S)Nc1ccccc1)c1ccco1,16,-8,8,-1.0,-2,-6,-3,2,-3
COC(=O)c1nc(NC(=O)c2ccc(Cl)cc2)n[nH]1,8,-4,-17,-1.4,2,6,4,1,8
O=C1C(=O)N(CC2CCCO2)C(c2ccco2)/C1=C(/O)c1ccc(F)cc1 (stereo not drawn),5,-1,-4,1.5,0,-3,-1,1,4
O=C(O)Cn1nnnc1SCC(=O)Nc1ccccc1F,2,32,2,3.6,4,9,3,2,-1
O=C(COC(=O)COc1ccc(Cl)cc1Br)NC1CC1,-21,23,4,-2.8,0,2,-7,2,4
Cc1cccc(OC(C)C(=O)Nc2ccc(S(=O)(=O)N3CCCC3)cc2)c1 (stereo not drawn),-18,-10,-8,2.4,-3,-6,-9,10,-3
COc1ccc(NC(=O)CN(C)C(=O)c2ccc3ccccc3c2)cc1,-5,-8,3,-2.9,-2,0,0,0,1
CC(=O)CSc1nc2c(c(=O)[nH]c(=O)n2C)n1Cc1ccccc1Cl,-6,-4,10,0.3,-1,2,-3,1,10
O=C(CSc1ncn[nH]1)Nc1nsc(-c2ccccc2)n1,-11,2,-3,2.0,0,0,-9,7,8
COc1ccc(S(=O)(=O)N2CCN(C(=O)C3COc4ccccc4O3)CC2)cc1 (stereo not drawn),32*,1,-15,-1.0,2,-28,-15,8,14
O=C(CCl)Nc1cccc(Oc2cnccn2)c1,-24,-11,9,1.5,-3,7,14,2,-4
CN(CCCNC(=O)C1CCC(=O)N1Cc1ccc(F)cc1)c1ccccc1 (stereo not drawn),-16,14,2,1.1,0,-2,1,1,-1
COc1ccc(CNC(=O)C2CCN(S(=O)(=O)c3cccc(C(F)(F)F)c3)CC2)cc1,-7,-6,6,1.3,-2,9,-4,1,12
CCCn1c(CCC(=O)O)ccc1-c1ccc(OC)cc1,0,10,4,3.9,2,0,4,3,-1
Cc1cccc(C2(c3cccc(C)c3)CC2C(=O)Nc2ccc([N+](=O)[O-])cc2O)c1 (stereo not drawn),27*,21,-13,-0.2,2,-15,-21,7,33*
COCCN(C(=O)Cn1c(C(F)(F)F)nc2ccccc21)c1c(N)n(Cc2ccccc2)c(=O)[nH]c1=O,1,-2,4,0.3,-2,5,7,1,-4
Cc1ccc(NC(=O)C2CCCN2c2nn3c(=O)cc(C)nc3s2)cc1 (stereo not drawn),-21,-13,6,1.9,-2,6,-5,1,3
C[C@H](CO)N1C[C@H](C)[C@@H](CN(C)S(=O)(=O)c2cn(C)cn2)Oc2ccc(NC(=O)C3CC3)cc2C1=O,-5,-1,4,-0.5,6,14,13,2,-8
CCc1ccc(NC(=O)c2sc3nc4n(c(=O)c3c2C)CCC4)cc1,3,-11,-2,-1.9,4,8,-1,11,-6
